MT1-MMP act inh: MT1-MMP (human) activation inhibition; GFP/RFP ratio change, % at 20 µM; 0.061% of 360,000 active; P50281; HT1080 RFP-PRO-GFP cells, GFP/RFP ratio fluorescence, overnight; percent of plate control window, DMSO zero;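 active means GFP/RFP ratio change of at least 30% with cell ATP level not reduced by more than half and red fluorescence within 50% of control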; further: strong numbers were not always called active
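Assay system – RFP-PRO-GFP reporter HT1080 cells · Compound dosing – single dose of 20 µM compound, 1% DMSO final · Incubation – overnight compound exposure at 37 °C · Measure – GFP/RFP fluorescence ratio · Benchmarks – DMSO wells and RFP-L50D-GFP cells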
Rpn11 inh: Rpn11 (human) deubiquitinase inhibition | calls only at 20 µM | human 26S proteasome, Ub4-pepOG fluorescence polarization; 20S core pre-blocked with epoxomicin | O00487 | 0.59% of 360,000 active | AID 588493;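 active means inhibition at 20 µM, scaled to each plate's controls, above about 33%, limit read from the data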
MsrA act: bovine methionine sulfoxide reductase A activation; purified bovine MsrA, absorbance read-out; activation, % at 10.6 µM; 0.3% of 360,000 active; AID 602163; in the data active means activation above about 7.5%;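 further: 0% = vehicle and 100% = reference activator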
Rin1-Abl PPI inh: human Rin1-Abl interaction inhibition; P00519+Q13671; TR-FRET Rin1/Abl binding, biochemical; inhibition, % at 7.35 µM; 0.4% of 360,000 active; AID 588664; in the data active means inhibition above about 5%, passing the limit was not always enough
MLLE-PAM2 inh: blocks PAM2 peptide binding to the PABP1 MLLE domain; P11940; GST-MLLE / FITC-PAM2 fluorescence polarization; inhibition, % at 20 µM; 0.36% of 360,000 active; in the data active means inhibition above about 35%, passing the limit was not always enough;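 further: plate controls were DMSO wells with GST-MLLE for no effect and wells lacking GST-MLLE protein for full effect; some results filed as inactive read as strong as hits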
Target sequence (P11940 whole entry, looked up, the tested form may be a part): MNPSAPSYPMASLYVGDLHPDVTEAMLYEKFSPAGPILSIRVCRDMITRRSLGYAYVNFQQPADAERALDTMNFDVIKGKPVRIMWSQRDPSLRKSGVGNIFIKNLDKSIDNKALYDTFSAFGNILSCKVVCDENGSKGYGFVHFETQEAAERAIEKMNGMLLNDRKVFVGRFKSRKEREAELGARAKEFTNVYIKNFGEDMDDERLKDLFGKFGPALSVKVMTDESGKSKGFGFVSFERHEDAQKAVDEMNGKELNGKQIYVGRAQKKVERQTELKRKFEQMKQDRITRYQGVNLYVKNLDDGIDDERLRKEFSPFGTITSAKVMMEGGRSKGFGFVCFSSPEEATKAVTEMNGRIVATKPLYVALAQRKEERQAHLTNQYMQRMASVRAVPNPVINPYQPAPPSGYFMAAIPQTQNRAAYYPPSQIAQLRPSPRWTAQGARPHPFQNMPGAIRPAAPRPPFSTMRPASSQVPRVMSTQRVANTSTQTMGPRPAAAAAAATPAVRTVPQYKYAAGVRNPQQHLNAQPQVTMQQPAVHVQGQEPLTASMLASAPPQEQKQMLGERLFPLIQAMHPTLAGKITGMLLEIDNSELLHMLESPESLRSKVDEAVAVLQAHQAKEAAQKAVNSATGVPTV
MsrA inhibitor: inhibitors of bovine MsrA | purified bovine MsrA, absorbance read-out | inhibition, % at 15.5 µM | 0.75% of 360,000 active; in the data active means inhibition above about 4.5%;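 further: 0% = vehicle wells with enzyme and 100% = reference inhibitor wells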
E coli Lon inh: inhibitors of E. coli Lon protease | AID 602123 | P0A9M0 | purified E. coli Lon protease, fluorescence polarization | 0.42% of 360,000 active | inhibition, % at 7.94 µM; in the data active means inhibition above about 13%, passing the limit was not always enough;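 further: 0% = enzyme with probe and DMSO and 100% = no enzyme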
CSN inh: CSN deneddylation inhibition. Q92905. Purified CSN, SCF-Nedd8-OG deneddylation, fluorescence polarization. inhibition, % at 12.5 µM. 0.38% of 360,000 active. AID 651999;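 active means pattern-corrected inhibition above about 35%, with an unprinted fluorescence ratio check between 0.5 and 1.5, limit read from the data, passing the limit was not always enough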;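 further: 0% = enzyme with substrate and 100% = substrate without enzyme; some results filed as inactive read as strong as hits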
Target sequence (Q92905 whole entry, looked up, one chain of several): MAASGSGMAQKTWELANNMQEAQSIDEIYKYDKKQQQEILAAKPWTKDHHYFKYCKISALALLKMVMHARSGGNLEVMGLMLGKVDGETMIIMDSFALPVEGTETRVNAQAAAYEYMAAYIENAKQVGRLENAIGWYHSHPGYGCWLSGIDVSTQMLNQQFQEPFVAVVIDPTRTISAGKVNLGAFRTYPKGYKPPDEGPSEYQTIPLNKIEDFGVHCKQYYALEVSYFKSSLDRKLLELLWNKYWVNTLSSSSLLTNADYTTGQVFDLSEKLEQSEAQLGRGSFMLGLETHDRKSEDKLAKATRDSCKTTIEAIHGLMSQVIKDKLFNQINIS
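assay system = purified human Csn5 enzyme expressed in HEK293T cells | amount = 0.24 nM enzyme | buffer or medium = Tris/NaCl/DTT buffer, pH 7.5 | reagent = 10 nM SCFSkp2-Nedd8OG | compound = one concentration, 12.5 µM, 0.25% DMSO | times = 90 min reaction at room temperature | signal = FP | read-out basis = % inhibition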
FAS TE block: blocks the thioesterase domain of human fatty acid synthase; recombinant FAS-TE, OMFH fluorogenic substrate, fluorescence endpoint; AID 602261; P49327; inhibition, % at 15 µM; 0.67% of 360,000 active;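 active means compounds whose normalised, plate-corrected inhibition of enzyme fluorescence in the single-dose primary screen is 50% or more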;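 further: 0% = DMSO with enzyme and 100% = substrate without enzyme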
Starred values were filed as active, the others as inactive; i = inactive; x = not tested or not shown; & = joins results of further samples.

SMILES	MT1-MMP act inh	Rpn11 inh	MsrA act	Rin1-Abl PPI inh	MLLE-PAM2 inh	MsrA inhibitor	E coli Lon inh	CSN inh	FAS TE block
COC(=O)Nc1cccn(Cc2c(Cl)cccc2Cl)c1=O	6	i	-6	-4	6	-0.3	-9	7	-8
CN(CC(=O)Nc1ccc(F)c(F)c1F)C(=O)CCCSc1nc2ccccc2[nH]1	4	i	-4	2	-7	-0.1	-18	3	6
O=C(Nc1ccc(F)cc1)c1cncs1	-3	i	-7	1	6	-0.8	11	0	-4
CSc1ncccc1C(=O)Nc1cccc(S(=O)(=O)N2CCCC2)c1	4	i	-6	1	-8	-0.5	-8	3	0
CCOc1ccccc1NC(=O)/C=C/c1ccc(S(=O)(=O)N2CCOCC2)cc1	3	i	-8	-4	-41	1.4	-1	1	12
C/C(=N/NC(=O)Cc1cccs1)c1ccco1	4	i	-3	-2	-8	-0.6	5	-12	-2
Cn1c(=O)c2c(ncn2CC(=O)Nc2ccccc2)n(C)c1=O	-3	i	1	0	-15	0.2	-1	-5	-4
COc1ccc2nc(NC(=O)CSc3cn[nH]n3)sc2c1	-1	i	-3	2	1	-0.1	-5	5	-30
COc1ccc(C(=O)NC(=S)Nc2ccc(N3CCOCC3)c(Cl)c2)cc1[N+](=O)[O-]	4	i	-5	-2	36	0.8	-2	22	35
COc1cc(C(=O)NCCCNc2nc3c(C)cc(C)cc3cc2C#N)cc(OC)c1OC	-6	i	-3	1	-1	-1.6	-1	9	0
COc1ccc(C(C)=O)cc1CSc1nnc(C)n1-c1ccccc1	-2	i	-5	3	-2	2.4	5	-4	-5
Cc1ccc(-c2nnc(SCC(=O)N/N=C/c3ccc(C(=O)O)cc3)n2C2CCCCC2)cc1	-6	i	-3	0	10	0.1	-4	2	0
COC(=O)Cc1ccc(NC(=S)N2CCN(c3ccc(F)cc3)CC2)cc1	-5	i	-2	-1	-95	-0.5	-4	-4	-6
CC(C)c1ccc(NC2CCCN(C(=O)c3n[nH]c4c3CCC4)C2)cc1 (stereo not given)	-1	i	-1	-2	-3	-0.2	-8	-2	0
CCCn1c(=N)n(CC(=O)c2ccc([N+](=O)[O-])cc2)c2ccccc21	3	i	-2	-4	-10	-0.6	-4	-2	-4
O=C(CSc1nc2ncccc2[nH]1)c1ccc(F)cc1	x	i	-12	2	-13	-0.9	-8	-3	-2
O=c1c2ccccc2nnn1CSc1nnnn1-c1ccc(O)cc1	1	i	3	-2	-77	3.0	-1	3	0
COc1ccc(N2CCN(CCNC(=O)Nc3cc(Cl)ccc3OC)CC2)cc1	1	i	-1	5	11	-0.8	-2	-7	2
Cc1cc(SCC(=O)c2ccc(O)c(O)c2)n2nc(C)c(-c3ccccc3)c2n1	-2	i	-6	1	-15	-0.9	-7	3	13
Cc1cc2cc(C)c(NCCNC(=O)c3ccccc3F)nc2cc1C	-6	i	-3	-1	-16	0.5	3	-6	11
CN(C)c1ccc(C(=O)OCC(=O)N2CCOCC2)cc1	2	i	-9	1	10	1.2	-6	-5	-11
COc1cccc(CSc2nc3nc(C)cc(C)n3n2)c1	4	i	-4	1	8	-1.6	-7	1	-3
CC1CCc2c(C(=O)NCc3cccnc3)csc2C1 (stereo not given)	3	i	-13	0	0	0.2	-5	-3	-2
COc1cc(Br)cc(Br)c1OCC(=O)N/N=C/c1c(C)n(C)n(-c2ccccc2)c1=O	-3	i	0	-1	0	1.0	-4	-3	10
CCN(CC)S(=O)(=O)c1ccc(N=Nc2c(N)[nH]c(=O)[nH]c2=O)cc1	5	i	-1	-2	-7	0.5	-3	5	-3
New compounds follow:
SMILES	MT1-MMP act inh	Rpn11 inh	MsrA act	Rin1-Abl PPI inh	MLLE-PAM2 inh	MsrA inhibitor	E coli Lon inh	CSN inh	FAS TE block
Cc1ccc2c(c1)C(O)(CC(=O)/C=C/C=C/c1ccccc1)C(=O)N2 (stereo not given)	1	i	-7	-3	25	6.3*	-14	-7	-8
CC(Sc1nnc(Cc2cccs2)n1C1CCCCC1)C(=O)N1CCc2ccccc21 (stereo not given)	-1	i	-12	-1	-8	-0.1	-4	-3	11
CCOCCCNC(=S)Nc1cc(C)cc(C)c1	-1	i	-2	-3	4	-0.9	-8	0	-9
CC(C)CCN(C(=S)Nc1cccc(F)c1)C1CCN(C(C)C)CC1	-1	i	-5	5	5	2.6	0	-4	-4
Cc1csc(=O)n1CC(=O)OCC(=O)Nc1ccc(F)c(F)c1	1	i	-4	-1	10	-1.2	-8	1	-2
COc1ccc(S(=O)(=O)N2CCCC2)cc1NC(=O)c1ccccc1F	-1	i	-3	-1	3	0.4	-5	6	-2
CN(C(=O)COC(=O)CCc1c[nH]c2ccccc12)C(c1ccccc1)c1ccccc1	1	i	-10	-3	0	0.7	1	-1	34
CCOC(=O)Cn1c(=O)cnc2ccccc21	-8	i	-2	0	1	0.1	-2	-4	-7
C[N+]1(CCn2ccc3ccccc32)CCCCC1	-2	i	-4	1	-121	1.9	-1	5	-4
CCCCN1C(=O)C(=O)N(CC(=O)N2N=C3/C(=C/c4ccco4)CCCC3C2c2ccco2)C1=O (stereo not given)	-2	i	-2	0	2	-1.1	5	7	10
COc1ccc(-c2nc3ccc(N4CCCC4)cc3c(=O)[nH]2)cc1OC	5	i	-3	-5	-7	1.3	-13	113*	-4
CN(c1ccccc1)S(=O)(=O)c1ccc(Cl)c(C(=O)NC2=NCCS2)c1	1	i	0	-2	2	0.3	-11	3	-3
CC(=O)Nc1ccc(S(=O)(=O)Nc2nc3ccccc3nc2N2CCOCC2)cc1	-1	i	-8	-1	-3	3.5	3	2	-5
CN(C(=O)COC(=O)Cc1c(F)cccc1Cl)c1c(N)n(Cc2ccccc2)c(=O)[nH]c1=O	4	i	-2	2	-16	-0.6	-14	-2	0
O=C(CCCn1c(=O)c2sccc2n(Cc2ccc(F)cc2)c1=O)NCc1ccco1	2	i	-2	0	-1	x	3	1	-4
CCn1c(CNc2ccc(Cl)cc2)nnc1SCCN1CCCCC1	3	i	2	0	-9	0.4	8	0	-10
Cc1cc(Nc2cc(F)ccc2C)n2nc(C)nc2n1	7	i	-12	2	-1	0.6	3	-2	-8
CSc1ccc(/C=N/NC(=O)CNc2ccc3ccccc3c2)cc1	-6	i	-4	1	-9	3.0	-5	1	20
Cc1ccccc1C(=O)Nc1nnc(CC(=O)N/N=C/c2cn(Cc3ccccc3)c3ccccc23)s1	-10	i	-2	-3	-29	-0.3	-1	1	2
CC1SC(=NC(=O)c2ccncc2)NC1=O (stereo not given)	6	i	-3	-4	19	0.1	-1	23	-4
C#CC(C)(C)NC(=O)c1ccc(-c2ccccc2F)cc1	2	i	-2	1	2	0.5	-4	-2	0
CCn1c(=O)c(CCC(=O)N2CCN(c3ccccn3)CC2)c(C)c2c(C)nn(-c3cccc(C)c3)c21	-6	i	-2	-3	-18	0.6	2	-1	24
COC(=O)c1ccc(NS(=O)(=O)NC(=O)c2c[nH]c3ccccc23)cc1	-1	i	-1	6	-4	1.6	-3	-1	-4
CN(CC(=O)Nc1ccc(F)c(F)c1F)C(=O)CCN1C(=O)C2CCCCC2C1=O (stereo not given)	-3	i	-2	-2	9	1.7	-5	-3	-10
CCOc1cccc2cc(C(=O)N3CCc4ccccc43)c(=O)oc12	3	i	-2	-3	-4	1.7	0	5	1

Random excerpt: four entries already listed, in no set order.
SMILES	MT1-MMP act inh	Rpn11 inh	MsrA act	Rin1-Abl PPI inh	MLLE-PAM2 inh	MsrA inhibitor	E coli Lon inh	CSN inh	FAS TE block
CC(C)CCN(C(=S)Nc1cccc(F)c1)C1CCN(C(C)C)CC1	-1	i	-5	5	5	2.6	0	-4	-4
CN(C(=O)COC(=O)CCc1c[nH]c2ccccc12)C(c1ccccc1)c1ccccc1	1	i	-10	-3	0	0.7	1	-1	34
C#CC(C)(C)NC(=O)c1ccc(-c2ccccc2F)cc1	2	i	-2	1	2	0.5	-4	-2	0
COC(=O)c1ccc(NS(=O)(=O)NC(=O)c2c[nH]c3ccccc23)cc1	-1	i	-1	6	-4	1.6	-3	-1	-4

Later entries:
SMILES	MT1-MMP act inh	Rpn11 inh	MsrA act	Rin1-Abl PPI inh	MLLE-PAM2 inh	MsrA inhibitor	E coli Lon inh	CSN inh	FAS TE block
Cc1ccc(SCc2cc(=O)[nH]c(SCC(=O)Nc3cc(Cl)ccc3Cl)n2)cc1	-2	i	-3	0	22	-0.7	6	4	14
COc1ccc(CNC(=O)CN(C(=O)c2snc(C(N)=O)c2N)c2ccc(F)cc2)cc1	0	i	0	2	6	0.0	2	1	-3
CCCCNC(C(=O)Nc1ccc([N+](=O)[O-])cc1Br)c1ccccc1 (stereo not given)	0	i	-3	-3	2	0.8	-3	1	3
CCOC(=O)[C@]12CCC=C1N(Cc1ccc(Cl)cc1Cl)C(=O)[C@H](CC(=O)N1CCOCC1)C2	2	x	-2	x	x	-1.2	2	2	0
O=C(CCc1ccc(S(=O)(=O)NC2CCCCC2)cc1)NCc1ccccn1	1	i	-4	1	5	2.9	1	-3	-5
CCOC(=O)C1CCN(C(=O)COc2cccc(C)c2)CC1	-1	i	0	1	-3	-0.2	-1	2	-8
Cc1csc(NC(=O)CCn2c(=O)sc3ccccc32)n1	1	i	2	5	3	-0.9	2	-3	-2
S=c1nc(-c2ccccc2)oc2c1CCCC2	-1	i	-4	5	36	1.1	-3	2	-1
CCOc1ccccc1C(=O)NCC(=O)O	-1	i	-10	1	8	0.9	5	-2	-9
O=[N+]([O-])c1cc(-n2cccc2)ccc1N1CCOCC1	2	i	-4	-6	12	0.0	2	6	5
Cc1csc(CNc2ncnc3ccc(-c4ccc5c(c4)OCCO5)cc23)c1	8	i	-10	-1	-9	0.2	8	-1	10
Cc1[nH]c(=O)[nH]c(=O)c1/C=N/NC(=O)CCNC(=O)OC(C)(C)C	3	i	-14	-1	15	-0.2	-6	4	-9
Cc1ccc2c(c1)C(O)(CC(=O)c1ccc(C)s1)C(=O)N2 (stereo not given)	0	i	-1	-1	-22	-0.4	4	-1	-8
O=C(c1ccc(OCCN2CCCCC2)cc1)c1c(-c2ccc(O)cc2)sc2cc(O)ccc12	-5&0	i	-2&-4	-3&-1	-10&2	0.1&0.8	-2&12	8&12	-21&-22
CCCCCC/C(=N/O)c1ccccn1	1	i	-2	-1	3	1.2	-8	4	-171
Cc1ccc(N=C2NC(=O)C(CC(=O)NCc3ccccc3)S2)cc1C (stereo not given)	2	i	-3	8.9*	-20	-1.0	6	-8	-7
Cc1cc2ncn(C(=O)N3CCC(C)CC3)c2cc1C	3	i	-5	1	-3	-0.9	0	3	-4
O=C(COC(=O)CCC1CCCC1)Nc1nc2c(F)c(F)c(F)cc2s1	1	i	-2	-5	-16	-0.2	-7	6	15
CCc1ccc(-c2cc(C)no2)cc1S(=O)(=O)Nc1cc(C)ccn1	-1	i	-5	2	1	1.0	-12	-3	-5
O=S(=O)(c1ccccc1)c1nc(-c2cccs2)oc1NCc1cccnc1	0	i	-4	-6	5	0.9	4	-1	-5
Cc1cc(C)c2cc(C(c3nnnn3CC3CCCO3)N3CCN4CCCC4C3)c(=O)[nH]c2c1 (stereo not given)	-1	i	-2	-3	-3	1.7	-1	3	-6
CCCN1C(=O)c2ccc(C(=O)Nc3nccs3)cc2C1=O	3	i	-9	-1	-6	0.6	5	24	-6
CCOC(=O)c1cc(C)n(Cc2ccc(OCC)c(OC)c2)c1C	0	i	-1	-2	6	-1.5	-2	2	13
Cc1ccc2nc(NC(=O)c3ccc(OCC4CCCO4)cc3)sc2c1 (stereo not given)	-7	i	-1	0	6	1.2	-2	-2	10
O=C(Nc1ccc(CN2CCOCC2)cc1)c1cc2ccccn2n1	-1	i	3	-1	-4	-0.3	-1	-4	-7

Assay outcomes (PubChem BioAssay)
